Source: PubChem
RECQ1 inh = inhibitors of human RECQ1 DNA helicase; P46063; RECQ1 DNA unwinding, red fluorescence kinetic read; Potency, µM (top dose mostly 57.3 µM), without a hit: top-dose activity, negative = inhibition, most hits filed as inhibitors; 0.54% of 240,000 active;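 note: plate controls were vehicle for no effect and no enzyme for full effect; nearly all actives have a fitted effect of over 30% in size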
Target sequence (P46063 whole entry, looked up): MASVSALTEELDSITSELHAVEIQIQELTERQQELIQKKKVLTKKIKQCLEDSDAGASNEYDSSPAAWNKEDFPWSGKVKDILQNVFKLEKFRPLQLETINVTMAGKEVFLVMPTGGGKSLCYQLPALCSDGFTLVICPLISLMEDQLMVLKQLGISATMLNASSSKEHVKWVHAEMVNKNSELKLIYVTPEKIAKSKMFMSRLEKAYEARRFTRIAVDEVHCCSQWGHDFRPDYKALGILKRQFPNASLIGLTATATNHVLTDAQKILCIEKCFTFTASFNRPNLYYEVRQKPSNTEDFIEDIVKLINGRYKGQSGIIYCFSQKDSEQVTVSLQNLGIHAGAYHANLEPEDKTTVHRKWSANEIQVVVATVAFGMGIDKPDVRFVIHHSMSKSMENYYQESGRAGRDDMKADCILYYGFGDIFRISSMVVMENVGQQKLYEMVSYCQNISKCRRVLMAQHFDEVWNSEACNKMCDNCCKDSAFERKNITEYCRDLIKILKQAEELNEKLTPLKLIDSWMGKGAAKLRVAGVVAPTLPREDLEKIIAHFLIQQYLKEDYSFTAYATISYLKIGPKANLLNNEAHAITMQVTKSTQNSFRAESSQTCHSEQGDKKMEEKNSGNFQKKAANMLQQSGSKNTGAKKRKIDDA
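50 nM RECQ1T1 preincubated 15 min with compound in Tris pH 8.0 buffer with MgCl2, DTT, Tween-20 and 2.5 ug/ml poly(dI-dC); started with 200 nM TAMRA/BHQ-2 forked duplex and 2 mM ATP. Unwinding read as fluorescence (525/598 nm), two reads 2 h apart.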
Tau fibril FP = blocks human tau fibril formation measured by polarization; 0.39% of 280,000 active; K18 P301L tau heparin fibrillization, Alexa594 FP, 6 h; Potency, µM (top dose mostly 57.7 µM), inactives show top-dose activity, negative = inhibition, actives largely listed as inhibitors; note: nearly all actives have a fitted effect of over 55% in size
Target sequence (P10636 561-689 P618L limits assumed): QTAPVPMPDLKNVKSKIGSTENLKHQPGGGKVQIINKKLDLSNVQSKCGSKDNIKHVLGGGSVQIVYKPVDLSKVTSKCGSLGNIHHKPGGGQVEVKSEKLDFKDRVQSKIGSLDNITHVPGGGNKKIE
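K18 P301L tau (15 uM unlabeled/0.24 uM Alexa 594-labeled, final) + compound + heparin 20 uM final; 100 mM NaOAc pH 7; 6 hr 37 C; ThT 30 uM final added, 1 hr RT; FP ex 555/em 632 nm.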
Tau ThT inhib = inhibitors of human tau fibril formation, thioflavin T binding | Potency, µM (series often up to 57.4 µM), for inactives: top-dose activity, negative = inhibition, actives largely listed as inhibitors | recombinant tau K18 P301L (four-repeat tau fragment), heparin-induced fibrillization, ThT fluorescence | AID 1460 | 2.1% of 270,000 active; note: nearly all actives have a fitted effect of over 55% in size
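Heparin-induced fibrillization of the P301L-mutant K18 repeat-domain fragment of human tau was followed by ThT binding in quantitative high-throughput format.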
L3MBTL1 block = L3MBTL1 (human) inhibition. AlphaScreen L3MBTL1–H3K9me1 peptide binding. 0.66% of 230,000 active. Potency, µM (titrated, usually from 57.1 µM), inactives show top-dose activity, negative = inhibition, usual class: inhibitors. Q9Y468; note: nearly all actives have a fitted effect of over 60% in size
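Displacement of a biotinylated histone H3(1-15) peptide monomethylated at Lys9 (75 nM) from L3MBTL1 (50 nM) was measured by AlphaScreen after a 30 min room-temperature compound incubation; cefsulodin titration served as intraplate control.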
TR SRC2 fluor cs = alters Texas Red total fluorescence, flagging assay interference. TRb/SRC2 Texas Red total fluorescence interference. Potency, µM (top dose mostly 106 µM), for inactives: top-dose fluorescence change, negative = quenching. 0.29% of 280,000 active; active = well fitted curve in either direction with a large enough effect; inconclusive = small, poorly fitted or top-dose-only effect
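Flags fluorescent or light-absorbing compounds by total fluorescence, S + 2P, at 555 nm excitation and 632 nm emission. Mixture: 20 nM Texas Red SRC2 peptide, 0.6 uM human TRb LBD, 1 uM T3, 5% DMSO; compound exposure 5 h at ambient temperature.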
TRb-SRC2 inh = disrupts binding of human TR beta to SRC2; P10828; 0.065% of 280,000 active; Potency, µM (top dose mostly 106 µM), for the others: at the highest dose activity change, negative = inhibition, actives largely listed as inhibitors; TRbeta-SRC2 peptide binding, fluorescence polarization; receptor liganded with 1 µM T3; AID 1469;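 note: plate controls were bound peptide for no effect and peptide without receptor for full effect; nearly all actives have a fitted effect of over 50% in size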
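TRb LBD 0.6 uM + Texas Red SRC2 peptide 20 nM, 1 uM T3, Tris buffer w/ 5% DMSO; compound pinned, 5 h RT; FP read ex 555/em 632; normalized to unbound and bound controls.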
JMJD2E inh = blocks human JMJD2E demethylase activity. JMJD2E catalytic domain, FDH-coupled NADH fluorescence (FDH is formaldehyde dehydrogenase). 1.6% of 230,000 active. B2RXH2. Potency, µM (series often up to 57.1 µM), for the others: at the top dose activity change, negative = inhibition, most hits filed as inhibitors; active = well fitted inhibition curve with a large enough effect, not every such curve was filed as active; inconclusive = small, poorly fitted or top-dose-only effect, or another doubt; inactive = no such curve, though single readings can be large or run the other way;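 note: 0% = wells with enzyme and -100% = buffer wells without enzyme; nearly all actives have a fitted effect of over 50% in size; many of its hits are not listed in these tables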
RGS12 GoLoco inh = RGS12 GoLoco-Gai1 interaction inhibition; Potency, µM (highest dose often 61.6 µM), inactives show at the highest dose activity, negative = inhibition, actives largely listed as inhibitors; P63096; 0.44% of 230,000 active; Gai1:RGS12 GoLoco peptide FP, rhodamine, 10 min; active = well fitted inhibition curve with a large enough effect, not every such curve was filed as active; inactive = no such curve, though single readings can be large or run the other way; note: nearly all actives have a fitted effect of over 30% in size; many of its hits are not listed in these tables
* hit, by the source's call; i = inactive; ? = inconclusive; . = no result given; [ ] = dose if it differs, or a comment. Unless noted, calls come from the whole dose curve; as a rule, active = well fitted curve in the direction sought with a large enough effect; inconclusive = small, poorly fitted or top-dose-only effect, or another doubt; inactive = no such curve, though single readings can be large; an effect the other way counts as inactive or inconclusive. Unless noted, % is set by controls: 0 for no effect and ±100 for the full control effect; potency is the fitted concentration of half-maximal effect. Not all compounds are listed. The share of hits here may be higher or lower than overall.

SMILES | RECQ1 inh | Tau fibril FP | Tau ThT inhib | L3MBTL1 block | TR SRC2 fluor cs | TRb-SRC2 inh | JMJD2E inh | RGS12 GoLoco inh
O=C1CC(C(=O)O)S/C(=N\NC(=O)c2ccccc2)N1 (stereo unspecified) | -6.2% | -0.2% | -9.1% | 12.3% | 0.4% | -3.7% | -9.9% | 5.1%
O=C(Nc1ccc(F)c(Cl)c1)C1CCN(S(=O)(=O)c2ccc3c(c2)CCCN3C(=O)C2CCC2)CC1 | . | ? | -2.2% | . | 2.7% | -0.1% | . | .
FC(F)(F)c1cc(-c2ccccc2)nc2nc(N3CCOCC3)sc12 | -17.5% | -3.4% | -11.2% | . | -0.2% | -0.3% | ? | 0.8%
COc1ccc(C(NC=O)c2cc(OC)c(OC)cc2Br)cc1OC (stereo unspecified) | -8.6% | -1.1% | 4.0% | 12.3% | 1.6% | 7.1% | 2.2% | 0.9%
CCN1CCN(C(=O)c2ccc3c(c2)N(Cc2cc(C)ccc2C)C(=O)c2ccccc2S3(=O)=O)CC1 | . | 0.8% | 5.5% | . | -3.8% | 2.3% | . | .
COc1ccc(/C=N/NC(=O)Cn2cnc3ccccc3c2=O)cc1OC | 3.6% | -2.8% | 3.5% | 10.3% | 1.5% | -2.9% | 4.8% | 3.1%
O=C(O)CSc1nnc(SCc2cccc3ccccc23)s1 | -3.0% | -3.0% | -7.8% | . | -5.0% | -3.5% | -1.8% | -8.5%
O=S(=O)(NCCc1nnc2ccc(SCc3cccnc3)nn12)c1ccccc1 | -0.1% | -7.6% | 0.1% | . | -0.5% | -1.3% | 1.5% | -1.7%
COC(=O)c1c(NC(=O)CN(c2ccccc2)S(C)(=O)=O)sc2c1CCCC2 | -4.5% | 4.1% | -8.0% | -1.1% | 1.8% | 0.3% | ? | -1.9%
N#C/C(=N\Nc1cccc(F)c1)C(=O)C1CC1 | 0.1% | -10.4% | -15.4% | -12.1% | -7.0% | 1.8% | -2.2% | 4.4%
Cc1c(Cl)cccc1NC(=O)CCCN1C(=O)c2cccnc2C1=O | -0.6% | -7.1% | -3.9% | 2.2% | -1.0% | -0.2% | -3.6% | 1.8%
CCn1ccnc1CN(C)Cc1nc(CCC(C)C)no1 | i | 6.9% | -4.0% | -6.9% | -3.9% | 2.3% | -5.5% | 7.5%
CCOc1ccccc1NC(=O)CCSc1nc2n[nH]c(C)c2c(=N)n1-c1ccccc1Cl | -12.1% | -6.7% | -0.6% | -9.8%[11.4 µM] | -2.8% | -1.4% | -23.3% | 9.6%
COc1ccc(-c2ccoc2)cc1[C@H]1[C@H]2C=CC[C@@H](C)[C@@H]2C(=O)N1Cc1ccccc1 | i | -5.3% | ? | . | -0.5% | -6.8% | ? | 7.2%
N/C(=C/C(=O)c1ccccc1O)C(F)(F)F | -0.2% | -2.4% | -0.5% | 7.1% | 2.0% | 5.2% | 15.8% | 6.7%
Cc1ccc(NC(=O)Cn2nc(C)c([N+](=O)[O-])c2C)cc1C | i | -0.9% | 7.2% | -0.3% | -0.3% | 2.0% | 0.3% | -0.8%
Cc1cccc(N=C2NN=C(c3c(C)[nH]c4ccccc34)CS2)c1 | -3.4% | -8.5% | -0.4% | -16.2% | -3.5% | -7.6% | 0.7% | 2.0%
CC(NC(=O)Cc1ccc(F)cc1)C(c1cccs1)N1CCN(C)CC1 (stereo unspecified) | -5.5% | 5.3% | -3.1% | -15.1% | 0.5% | -5.8% | 4.4% | 9.4%
CCOc1nc(NC(=O)NC(=O)c2ccccc2)nc(-c2ccccc2)n1 | -4.3% | -0.2% | 0.6% | 3.5% | -1.2% | -10.3% | -7.4% | 3.8%
NC1=NC(c2cc(F)cc(F)c2)n2c(nc3ccccc32)N1 (stereo unspecified) | . | 0.4% | -4.1% | . | ? | -6.0% | . | .
CC(=O)c1cccc(NC(=O)CSc2nc(=O)n(Cc3cccnc3)c3c2CCC3)c1 | . | -2.7% | 2.9% | . | 1.2% | -8.2% | . | .
CC(=NCc1ccco1)c1c(C)[nH]n(-c2nc3ccccc3s2)c1=O | -1.1% | -5.4% | 6.2% | 7.2% | 1.2% | 7.4% | 2.2% | .
COc1cc(C2C(C#N)=C(N)OC3=C2C(=O)CC(C)(C)C3)cc([N+](=O)[O-])c1O (stereo unspecified) | -4.9% | -5.4% | ? | -9.1% | -2.7% | 4.3% | -8.6% | -19.2%
Cc1ccc(SCC(=O)Nc2ccc(N3CCN(C)CC3)c(F)c2)c(C)c1 | 19.1% | 8.5% | -3.3% | -20.4% | 0.6% | -0.5% | 8.5% | 8.2%
COc1ccc2c(Sc3ccccc3)c(C(=O)NCC(C)c3ccccc3)[nH]c2c1 (stereo unspecified) | . | -2.4% | -2.6% | . | -0.6% | -3.0% | . | .

As entered above:
In RGS12 GoLoco inh, COc1ccc(C(NC=O)c2cc(OC)c(OC)cc2Br)cc1OC (stereo unspecified) shows 0.9%
In RECQ1 inh, Cc1ccc(SCC(=O)Nc2ccc(N3CCN(C)CC3)c(F)c2)c(C)c1 shows 19.1%
In L3MBTL1 block, Cc1ccc(NC(=O)Cn2nc(C)c([N+](=O)[O-])c2C)cc1C shows -0.3%

2 records picked at random from the list so far:
SMILES | RECQ1 inh | Tau fibril FP | Tau ThT inhib | L3MBTL1 block | TR SRC2 fluor cs | TRb-SRC2 inh | JMJD2E inh | RGS12 GoLoco inh
CC(=NCc1ccco1)c1c(C)[nH]n(-c2nc3ccccc3s2)c1=O | -1.1% | -5.4% | 6.2% | 7.2% | 1.2% | 7.4% | 2.2% | .
Cc1cccc(N=C2NN=C(c3c(C)[nH]c4ccccc34)CS2)c1 | -3.4% | -8.5% | -0.4% | -16.2% | -3.5% | -7.6% | 0.7% | 2.0%

(next part)
SMILES | RECQ1 inh | Tau fibril FP | Tau ThT inhib | L3MBTL1 block | TR SRC2 fluor cs | TRb-SRC2 inh | JMJD2E inh | RGS12 GoLoco inh
C/C(=N/OCC(=O)Nc1ccccc1)c1cccs1 | -0.7% | 7.7% | -5.5% | 8.2% | -1.6% | 3.4% | -2.6% | 6.6%
CCc1cccc(NC(=O)COc2ccccc2)c1 | -10.5% | -9.3% | -18.6% | . | -4.7% | -2.6% | 3.2% | 5.5%
COc1ccc([C@@H](C)C(=O)c2ccc(O)cc2O)cc1 | -2.2% | -17.6% | -5.5% | . | -2.9% | 5.4% | -2.7% | 4.7%
CCCCC1=CC2=CC(=O)C(C)(OC(=O)CC)C(=O)C2=CN1CCCOC(C)C (stereo unspecified) | -8.3%[11.5 µM] | 3.7%[11.6 µM] | ? | . | -1.4%[11.2 µM] | 8.0%[11.2 µM] | ? | 2.4%[14.2 µM]
COc1cccc(C(=O)CSc2nnnn2C2CCCCC2)c1 | -8.9% | -0.1% | -18.6% | . | -0.5% | -6.6% | 3.0% | -3.9%
Cc1ccccc1C(=O)NC1CCN(CC(=O)Nc2ccc3c(c2)OCCO3)CC1 | 1.1% | 4.0% | -9.8% | . | -3.4% | -0.9% | 3.5% | 7.4%
c1sc2[n+](c1C13CC4CC(CC(C4)C1)C3)CCS2 | 1.4% | 3.5% | 8.7% | -16.7% | 1.1% | -0.6% | -1.0% | -3.0%
COC(=O)CSc1nc(-c2ccc(C)cc2)c2c(c1C#N)CCCC2 | -2.7% | 1.3% | -16.6% | . | -0.7% | -4.4% | ? | 8.9%
COc1ccc(Oc2nc3c(c(=O)n(C)c(=O)n3C)n2Cc2ccc(Cl)cc2Cl)cc1 | . | -2.4% | ? | . | -3.1% | 10.8% | . | .
O=C(/C=C/c1cccc([N+](=O)[O-])c1)c1ccccc1 | -3.3% | 9.7% | ? | . | -0.9% | -3.8% | 4.1% | 1.8%
CCOC(=O)c1ccc2[nH]c(CSc3nnc(-c4cccc(F)c4)n3C)cc(=O)c2c1 | . | 1.9% | 0.5% | . | 0.8% | -5.4% | . | .
CN(C)C(=S)Nc1ccc(S(=O)(=O)N2CCCCC2)cc1 | -0.1% | -6.8% | -6.1% | 7.4% | 0.8% | -0.6% | -1.8% | 6.3%
CCCC[C@@H]1CNC(=S)N1CC1CCCCC1 | -6.5% | -2.9% | -1.4% | . | 1.1% | 2.5% | 1.7% | 5.8%
O=c1[nH]c(CN2CCN(c3ccccc3)CC2)nc2ccccc12 | i | 12.7% | -4.8% | . | 0.5% | -11.5% | -9.8% | 8.6%
NS(=O)(=O)c1ccccc1 | -11.2% | -0.5% | . | . | 1.6% | 5.7% | -4.8% | -0.8%
CSc1nc(C)c2cc(C)oc2n1 | -14.2% | -1.9% | -5.2% | . | -10.3% | -6.0% | -24.8% | -3.3%
OCCC1CN(Cc2cccn2-c2cccnc2)CCN1C1CCCCC1 (stereo unspecified) | -1.4% | 3.2% | 4.3% | -1.3% | 1.1% | 4.0% | -3.7% | -1.0%
CCOC(=O)CC(NC(=O)c1cccs1)c1ccc(OCC)cc1 (stereo unspecified) | -6.7% | 1.5% | -3.4% | -0.7% | -2.4% | 8.7% | 8.7% | 12.7%
CCCCCCCCCC(=O)N/N=C(\C)c1cccnc1 | -2.1% | -11.7% | -1.5% | 6.2% | -2.5% | -2.3% | -2.2% | 3.8%
O=C(Cn1cnnn1)Nc1ccccc1Cc1ccccc1 | -15.9% | -1.4% | 2.5% | 1.8% | 1.3% | -5.5% | 3.1% | 5.7%
CCOC(=O)C1CCCN(S(=O)(=O)c2csc(C(N)=O)c2)C1 (stereo unspecified) | . | 1.8% | -9.2% | . | -0.7% | -7.9% | . | .
O=C(C1CC2C=CC1C2)N1CCN(c2ccccc2)CC1 (stereo unspecified) | -20.4% | 6.3% | -17.8% | . | -4.2% | 0.7% | -4.8% | -5.3%
Cc1ccc(-c2nnc(Nc3ccc(C(=O)N(C)C)cc3)c3ccccc23)cc1S(=O)(=O)NCC1CCCO1 (stereo unspecified) | -0.6% | 2.5% | 0.6% | -2.2% | -3.5% | -10.5% | -6.9% | 9.9%
CC(C)C(NC(=O)c1ccccc1)C(=O)NCC(c1ccccc1)N(C)C (stereo unspecified) | -15.3% | -5.4% | -1.6% | -2.3% | -2.0% | -5.0% | 5.8% | 8.3%
CC1(C)CC(n2c(=S)[nH]c3ccccc3c2=O)CCO1 (stereo unspecified) | -1.2% | -4.3% | -2.7% | 11.1% | -0.3% | 1.5% | 1.1% | 5.7%
